CSM14.1 death rescue = rescue of cells from ER stress-induced death, primary screen, 384-well, CSM14.1, thapsigargin, ATP luminescence (AID 1222) | CSM14.1 thapsigargin-induced death rescue, ATP luminescence; higher % means a stronger effect | cellular ATP content (survival), % at 20 µM; hits with a dose series show EC50 in µM | 190,000 tested, under 10 active;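 active means EC50 below 50 µM in the dose-response confirmation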;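 further: death triggered by thapsigargin at about 15 µM added after 2 h compound pretreatment; cell ATP read after overnight thapsigargin exposure of roughly 18 to 22 hours; normalized against plate controls of thapsigargin alone and 5% DMSO vehicle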
TNAP activators = human TNAP enzyme activators, primary screen, biochemical, luminescent, no phosphate acceptor, uHTS (AID 1001); Alkaline phosphatase, tissue-nonspecific isozyme (Homo sapiens); purified TNAP, luminescent activation assay, no phosphate acceptor; higher activation fold means a stronger effect; activation fold at 20 µM; hits with a dose series show EC50 in µM; 200,000 compounds, 0.03% hits; in the data active means activation fold from about 3, or a potency from the dose series; inactive means the rest, 99 in 100 with activation fold below about 1.6; further: many of its hits are not listed in these tables
Hep lipid drop = inhibitors of hepatocyte lipid droplet formation, primary screen, imaging, high-throughput imaging, BODIPY stain; inhibition, % at 6.5 µM; 240,000 compounds, 0.4% hits; AML12 mouse hepatocytes, oleate lipid droplets;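 active means lipid droplet intensity inhibited by at least 50%, with more than 500 cells counted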
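Test system: AML12 mouse liver cells; schedule: overnight exposure; technique: high-content imaging of BODIPY-stained droplets and DAPI nuclei; read-out: % inhibition of corrected integrated BODIPY droplet signal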
human PMI inhibitors = human PMI inhibitors, high substrate, primary screen, biochemical, fluorescence intensity, high mannose 6-phosphate (AID 1220) | Mannose-6-phosphate isomerase (Homo sapiens) | recombinant PMI enzyme, coupled fluorescence intensity; higher % means a stronger effect | inhibition, % at 20 µM, or IC50 in µM where a hit was titrated | 190,000 compounds, 0.66% hits
WT yeast gro inh = growth inhibition of WT strain, primary screen, mitochondrial fusion inhibitor project, WT and mutant strains, chemical genetic; mitochondrial fusion phenotypic screen; inhibition, % at 10 µM; 190,000 compounds, 2.1% hits; AID 1362, 2008; in the data active means inhibition above about 58%; tested in S. cerevisiae
UTI89 phage lysis = inhibition of K1F phage lysis, E. coli UTI89, bacterial capsule biogenesis inhibitors, alamar blue (AID 488966); E. coli UTI89 K1F phage lysis, alamar blue, 2 h; higher % means a stronger effect; 340,000 compounds, 0.02% hits; one-dose inhibition, % at 100 µM; IC50 in µM for titrated hits;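 active means phage lysis inhibition, versus mean bacterial control, above a set limit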;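 further: capsule biogenesis inhibitors block K1F phage lysis so surviving cells raise fluorescence; higher fluorescence means more inhibition of phage lysis; actives were called in the ten point dose series up to 300 µM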
PMI inhibitors = inhibitors of human PMI, primary screen, biochemical, fluorescence intensity, coupled assay (AID 1209) | Mannose-6-phosphate isomerase (Homo sapiens) | purified PMI enzyme, coupled fluorescence intensity; higher % means a stronger effect | inhibition, % at 20 µM, or IC50 in µM where a hit was titrated | 190,000 compounds, 0.42% hits;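 further: plate controls were DMSO vehicle for no effect and wells lacking substrate for full effect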
M1AAP inhibition = P. falciparum M1AAP inhibitors, biochemical, fluorogenic H-Leu-NHMec substrate, 1536-well (AID 1445) | inhibition, % at 30 µM, or IC50 in µM where a hit was titrated | recombinant M1AAP, H-Leu-NHMec fluorogenic kinetic assay; higher % means a stronger effect | Aminopeptidase N (Plasmodium falciparum (isolate 3D7)) | 220,000 compounds, 0.42% hits;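 active means primary inhibition above the hit cutoff, then over 50% inhibition at one or more dose response concentrations, cut at about 23% in these data, passing the limit was not always enough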;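 further: plate controls were DMSO full reaction for no effect and no enzyme background for full effect; strong numbers were not always called active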
Myeloid diff 2 = induction of myeloid progenitor differentiation, primary screen, cell-based, flow cytometry, MLPCN library | ER-HoxA9 myeloid progenitors, lysozyme-GFP differentiation | calls only at 10 µM | 360,000 compounds, 1% hits;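 active means normalized GFP-positive differentiation at or above the plate's own cutoff, the solvent-only control mean plus 3 SD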;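 further: cells exposed to compound for four days before flow analysis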
WT yeast gro inh mutant strain = second read-out of WT yeast gro inh, no call of its own (marks repeat the call); inhibition, %; mitochondrial fusion phenotypic screen, mutant strain inhibition
Hep lipid drop cells 6.5 µM = recorded beside Hep lipid drop, whose call it bears; cell count; measured here: cell count, cytotoxicity flag;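 cells counted across two imaged fields per well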
Myeloid diff 2 GFP+ MAC1+ % = recorded beside Myeloid diff 2, whose call it bears; GFP+ MAC1+ double positive, %; measured here: differentiation confirmed by MAC1 staining
Starred values were filed as active, the others as inactive; i = inactive; x = no result given; + = active, no number; [ ] = dose if it differs, or a comment. Unless noted, no stated cut-off is given here; in the data, active means inhibition above about 50%; inactive means the rest.

SMILES	CSM14.1 death rescue	TNAP activators	Hep lipid drop	Hep lipid drop cells 6.5 µM	human PMI inhibitors	WT yeast gro inh	WT yeast gro inh mutant strain	UTI89 phage lysis	PMI inhibitors	M1AAP inhibition	Myeloid diff 2	Myeloid diff 2 GFP+ MAC1+ %
COC(=O)c1cn(NC(=O)c2ccc3c(c2)OCO3)c(=O)c2ccccc12	1.7%	1.1	-2.0	759	7.3%	-1.6	-5.6	0.3%	8.4%	-1.3%	i	0.7
O=C(NNC(=S)NCc1ccco1)C(c1ccccc1)c1ccccc1	0.5%	1.9	5.1	675	0.0%	11.0	10.0	0.0%	-6.4%	-14.5%	+	5.5*
Cc1cc2nccc(-c3ccc(Cl)c([N+](=O)[O-])c3)n2n1	0.0%	1.1	x	x	16.7%	2.9	-1.6	1.6%	9.0%	1.8%	i	0.4
CCNC(=S)NCCN1CCCCC1	-0.4%	1.1	6.1	781	-9.3%	7.3	11.6	-0.3%	-6.0%	-3.6%	i	0.4
CCOc1cc(C(=S)N2CCOCC2)ccc1OS(=O)(=O)c1ccccc1	-2.0%	1.1	5.2	649	5.9%	-2.7	11.0	2.6%[50 µM]	5.7%	2.6%	i	0.4
Nc1ccccc1-c1nc2ccccc2[nH]1	-0.9%	1.1	-13.3	733	8.9%	10.9	9.3	0.4%	9.0%	8.3%	i	1.0
O=C(COC(=O)C1CCN(S(=O)(=O)c2ccccc2C(F)(F)F)CC1)NCc1ccc(F)cc1	-1.7%	1.1	13.4	607	-3.8%	-2.2	-11.4	0.1%	-2.6%	-4.3%	i	0.4
CCOC(=O)/C=C(\C)Sc1cc(=O)oc2ccccc12	1.6%	1.1	-3.9	723	0.1%	-20.1	-13.0	-0.5%	-1.4%	6.7%	i	0.0
O=C(O)C1C2C=CC(C2)C1C(=O)Nc1cccc(F)c1 (stereo unspecified)	x	1.1	15.4	694	5.6%	-9.9	6.9	0.5%	3.8%	5.3%	i	1.2
Cc1cc(C)nc(SCCC(=O)N(C)C)n1	-1.0%	1	0.8	776	-1.9%	21.9	24.0	0.7%	-5.7%	-1.0%	i	1.0
O=C(CNC(=O)c1ccco1)NCC(=O)OC(C(=O)c1ccccc1)c1ccc(Cl)cc1 (stereo unspecified)	-0.1%	1.1	-1.5	809	3.6%	3.6	-14.6	4.5%	3.1%	4.6%	i	3.4
CNC(=O)NC(=S)NC(=O)c1cccc(Cl)c1	-0.3%	1	7.2	727	13.2%	3.2	20.5	0.9%	7.5%	1.6%	i	0.1
CCOc1ccc(C(=O)N2CCSC2=S)cc1	-3.9%	1.1	3.4	737	12.7%	-2.1	1.4	-1.3%	4.1%	8.8%	i	0.5
C=C(C)C(=O)OC1(C(F)(F)F)Oc2cc(C)ccc2NC1=O (stereo unspecified)	0.6%	1.2	x	x	18.1%	22.5	2.9	-0.4%	20.4%	0.1%	i	1.3
C=CCNC(=O)c1sc(SC)cc1-c1ccc(Cl)cc1	1.4%	1.1	-7.1	575	18.7%	20.8	9.6	0.4%	17.9%	3.1%	i	0.8
Cc1ccc(OCC(=O)Nc2cccc(S(=O)(=O)N3CCCCCC3)c2)c([N+](=O)[O-])n1	-1.5%	1.1	15.5	657	7.3%	7.3	3.6	-0.4%	10.0%	10.9%	i	0.8
O=[N+]([O-])c1ccc(O)c(C=Nc2ccc3c(c2)OCCO3)c1	-2.3%	1	-25.3	700	52.8%*	-5.0	4.2	3.5%	16.0%	9.9%	i	0.0
Cc1cc(N/C=C/C(=O)c2cccc3ccccc23)no1	-1.5%	1.1	x	x	3.1%	6.4	19.2	1.3%	-2.8%	8.5%	i	5.7
Cc1ccc(S(=O)(=O)N2CCCCC2C(=O)Nc2nncs2)cc1 (stereo unspecified)	x	x	-21.4	696	x	x	x	-0.3%	x	4.9%	i	0.1
CCc1ccc(N/C(N)=N/c2nc(CSc3ccccn3)cc(=O)[nH]2)cc1	3.2%	1.2	-51.3	606	-1.8%	-0.9	-4.7	x	-7.7%	-0.8%	i	0.1
CCOCCCNC(=O)C(c1ccc(Cl)cc1)N(Cc1ccc2c(c1)OCO2)C(=O)CNC(C)=O (stereo unspecified)	0.1%	1.2	-3.1	692	-1.1%	11.5	9.1	0.5%	-6.9%	1.3%	i	0.5
Cc1c(C(=O)N2CCCCC2)sc(NC(=O)c2ccco2)c1C#N	-0.3%	1.1	16.5	697	-6.4%	-13.4	-4.2	-0.6%	-5.7%	16.1%	i	1.5
CCC(=O)N1CCc2cc(S(=O)(=O)N3CCc4ccccc43)ccc21	6.5%	1.1	-3.0	751	-11.5%	-22.1	-19.3	0.7%	-8.4%	7.5%	i	0.8
COc1cc(/C=C/C(=O)NNc2c(F)c(F)cc(F)c2F)ccc1OC(F)F	-0.1%	1.2	11.8	762	2.4%	18.7	19.0	-0.6%	4.7%	-3.2%	i	1.2
Cc1nn(C)c(C)c1NC(=O)CSc1nc(-c2ccccc2Cl)nc2c1cnn2-c1ccccc1	-1.6%	1.1	15.2	692	3.7%	5.1	-2.0	3.5%	6.1%	0.0%	i	0.1
Cc1cc(Br)c(OCc2ccc(C(=O)N/N=C3\CC4CC=CC34)cc2)c(Br)c1 (stereo unspecified)	9.5%	1.1	-0.1	673	4.5%	75.7*	13.9*	5.2%[50 µM]	13.5%	3.6%	i	0.4
COc1ccccc1CNC(=O)C1CCN(S(=O)(=O)c2c(C)noc2C)CC1	-0.9%	1	x	x	5.2%	-20.4	-9.6	2.6%	-4.0%	5.5%	i	1.0
Cc1cc(Cl)ccc1OCC(=O)Nn1c(C)ccc1C	-3.5%	1.1	3.3	737	-3.3%	20.0	12.0	1.3%	1.9%	7.0%	i	1.9
CC(C)C(NC(=O)c1cccc(S(=O)(=O)N2CCOCC2)c1)C(=O)NCCc1ccccn1 (stereo unspecified)	-3.4%	1.1	-0.1	767	4.0%	-15.9	-0.7	i	11.5%	-1.4%	i	0.5
Cc1ccc(Cn2c(Sc3nccc(C)n3)nc3c2c(=O)[nH]c(=O)n3C)cc1	-1.3%	1	x	x	-0.7%	8.6	5.0	0.0%	-10.7%	0.3%	i	1.4
Cc1c(C(=O)NC2=NCCS2)oc2ccccc12	x	1.1	0.6	729	4.9%	5.8	-1.7	4.8%	4.7%	3.3%	i	0.7
CCc1nnc(SCC(=O)Nc2ccc(C(C)=O)cc2)nc1CC	1.5%	1.1	15.2	674	-12.0%	-13.8	-0.9	-0.2%	-1.6%	0.1%	i	0.7
COC(=O)c1c(-c2cc(C)ccc2C)csc1NC(=O)C1CC=CCC1C(=O)O (stereo unspecified)	2.9%	1	-5.1	731	-2.3%	-2.1	-7.5	-1.8%	-3.0%	11.8%	i	0.1
O=C(CCC1COc2ccccc2O1)NCc1ccccc1 (stereo unspecified)	0.4%	1.1	3.3	787	0.9%	-15.9	-4.0	0.1%	8.4%	-10.4%	i	1.2
CCOCCn1c(=NC(=O)/C=C/c2ccccc2Cl)sc2cc(NC(C)=O)ccc21	-1.6%	1	-0.2	586	2.9%	-11.2	-4.5	0.7%	15.6%	6.3%	i	1.5
COc1ccc(CC(=O)Nc2cccc(-c3nnc(-c4cccc(C)c4)o3)c2)cc1OC	x	1.1	-24.2	683	27.2%	30.0	-9.5	0.9%	33.4%	-5.3%	i	0.8
CC1=CN2C(=NC(=O)CC2(C)C(=O)N(CC(=O)NC2CCCC2)c2ccccc2C)C=C1 (stereo unspecified)	-1.8%	1	2.4	789	6.1%	5.5	0.8	1.3%	5.2%	6.3%	i	1.3
CN(C)S(=O)(=O)N1CCN(CC(=O)Nc2cc(Cl)ccc2Cl)CC1	-2.3%	1.1	-3.5	654	6.3%	-8.1	-12.1	-0.1%	8.9%	3.4%	i	0.7
CCOC(=O)c1c(-c2cccs2)csc1N	0.0%	1	5.8	766	x	25.6	15.3	-1.4%	51.0%*	-1.2%	i	0.2
CNC(=S)N(Cc1ccco1)Cc1cc2cc(OC)c(OC)cc2[nH]c1=O	-1.5%	1	-1.7	719	-2.5%	-12.7	6.2	-0.1%	1.2%	12.1%	i	0.2
Cn1ncc2c(Nc3ccccc3Br)ncnc21	-2.1%	1.1	-5.6	670	13.5%	-13.2	-6.9	0.5%[50 µM]	14.3%	-3.0%	i	0.7
CN(c1ncc(C(F)(F)F)cc1Cl)n1cc(C(=O)O)c2ccccc2c1=O	-4.2%	1.2	8.8	817	-5.3%	-11.1	0.6	-0.8%	-15.6%	8.7%	i	0.2
CC(C)(C)NC(=O)C(OC(=O)c1cccs1)c1ccc(C#N)cc1 (stereo unspecified)	0.6%	1.1	-39.2	618	-9.2%	0.8	-1.0	0.2%	-3.4%	1.0%	i	0.5
CCOC(=O)c1cnn(-c2nc(SC)nc3sc4c(c23)CCC4)c1N	-4.1%	1.1	-0.2	734	-35.9%	10.2	2.1	0.2%	-15.8%	4.9%	i	0.3
O=C(CSCC(=O)NC1CC1)Nc1ccc2ccccc2c1	-0.5%	1	2.9	704	-23.7%	-19.2	-0.6	0.0%	-15.8%	6.0%	i	1.0
COc1ccc(CCc2nnc(CCC(=O)NCc3cc(C(C)C)no3)o2)cc1	2.1%	1.1	-0.2	720	x	11.2	16.3	0.0%	x	0.5%	i	0.5
